# CYP2C9 activ: CYP2C9 (human) activation. P11712. recombinant CYP2C9, luciferin-H conversion, luminescence; hits give high values; factor 1 = untreated enzyme, 0 = blocked. activation factor at 5 µM. hit rate 1.4% among 96,000;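 active means activation factor of 2 or more for CYP2C9 at a 5 µM dose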;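 further: 0 = sulfaphenazole-blocked wells and 1 = vehicle-only wells; values of inactives mirror those of a sister screen read the other way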
# Target sequence (P11712 whole entry, looked up): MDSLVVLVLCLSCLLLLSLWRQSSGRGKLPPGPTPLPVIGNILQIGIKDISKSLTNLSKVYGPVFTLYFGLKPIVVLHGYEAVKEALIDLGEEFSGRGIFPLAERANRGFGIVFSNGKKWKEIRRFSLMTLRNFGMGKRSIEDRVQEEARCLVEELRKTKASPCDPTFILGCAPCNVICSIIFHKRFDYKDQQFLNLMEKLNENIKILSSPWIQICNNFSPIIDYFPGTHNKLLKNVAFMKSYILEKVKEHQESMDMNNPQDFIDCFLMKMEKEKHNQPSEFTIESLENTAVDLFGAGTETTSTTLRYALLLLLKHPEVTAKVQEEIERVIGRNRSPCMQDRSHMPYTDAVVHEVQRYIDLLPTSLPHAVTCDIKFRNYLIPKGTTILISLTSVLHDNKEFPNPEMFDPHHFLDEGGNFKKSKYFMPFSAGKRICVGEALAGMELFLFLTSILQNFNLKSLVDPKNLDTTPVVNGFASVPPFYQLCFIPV
# E coli WT exp: E. coli BW25113 growth inhibition, expanded screen | OD600 absorbance | growth inhibition, % at 100 µM | hit rate 0.15% among 98,000 | AID 710;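 active means growth inhibition above about 50% at one test dose, limit read from the data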;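 further: growth measured after 20 h incubation at 37 °C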
# LYP inh 2: blocks human PTPN22 phosphatase activity. recombinant LYP catalytic domain, DiFMUP fluorescence. inhibition, % at 2 µM. hit rate 0.21% among 96,000. AID 640;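 active means inhibition at 2 µM at or above a set limit, the screen mean plus 3 SD, cut at about 24% in these data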;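 further: 0% = DMSO with enzyme and 100% = enzyme fully blocked by orthovanadate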
# CYP2C9 inhib: inhibitors of human CYP2C9 | inhibition, % at 5 µM | CYP2C9 Supersomes, luciferin-H conversion, luminescence | hit rate 20% among 96,000 | AID 777 | P11712;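 active means blocking of liver enzyme CYP2C9 beyond about 50% at 5 µM, limit read from the data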; further: values of inactives mirror those of a sister screen read the other way
# DAT uptake mod: human DAT dopamine uptake with cocaine, either direction | Q01959 | AID 449768 | hit rate 1.3% among 110,000 | B-score at 10 µM | LLC-PK1 hDAT cells, [14C]-dopamine uptake with cocaine IC80; actives deviate in either direction;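 active means Z score or B-score, a plate-position-corrected score, falls beyond the plate's 99.7% confidence bounds, in either direction; inactive means both scores lie inside the 99.7% bounds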;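 further: scored against the spread of the other compound wells on the same plate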
# Target sequence (Q01959 whole entry, looked up): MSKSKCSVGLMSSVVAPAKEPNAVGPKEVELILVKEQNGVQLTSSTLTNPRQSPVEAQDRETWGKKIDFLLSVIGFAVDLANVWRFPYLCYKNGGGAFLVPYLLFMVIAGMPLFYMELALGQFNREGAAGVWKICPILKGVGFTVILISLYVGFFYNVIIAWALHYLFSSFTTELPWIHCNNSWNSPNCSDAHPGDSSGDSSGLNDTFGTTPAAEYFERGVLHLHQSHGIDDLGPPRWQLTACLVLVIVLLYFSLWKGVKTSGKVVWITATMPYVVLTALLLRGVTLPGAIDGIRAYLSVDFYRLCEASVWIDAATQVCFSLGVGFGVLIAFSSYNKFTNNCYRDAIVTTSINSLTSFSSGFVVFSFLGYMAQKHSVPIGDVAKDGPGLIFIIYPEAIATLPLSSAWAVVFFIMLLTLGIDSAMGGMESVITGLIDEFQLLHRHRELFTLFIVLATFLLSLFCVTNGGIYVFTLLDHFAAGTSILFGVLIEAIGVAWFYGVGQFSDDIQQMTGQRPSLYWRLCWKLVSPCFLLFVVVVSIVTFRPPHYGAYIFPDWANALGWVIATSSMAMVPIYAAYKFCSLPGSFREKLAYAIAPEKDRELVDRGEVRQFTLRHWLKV
# PostGolgi ctrl: inhibits growth of the yeast control strain; efflux-deficient yeast background strain, growth absorbance A615, 16 h; inhibition, % at 10 µM; hit rate 5% among 98,000
# Pyk2 oligo antag: Pyk2 (human) oligomerization antagonism. AID 1347419. hit rate 0.83% among 99,000. z-score (the deposit names both 25 µM and 10 µM). Q293 cells, Pyk2 FERM NanoBiT luminescence; hits give low values;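 active means Z-score of -3 or lower, scaled per plate to the spread of control and sample wells; inactive means z-score above -3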;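 further: negative z-score means lost luminescence so less FERM oligomerization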
# PTPN22 act: increases human PTPN22 phosphatase activity; recombinant LYP, DiFMUP fluorescence; 0 = plate median, 100 = signal doubled; AID 697; activation, % at 2 µM; hit rate 0.11% among 96,000; Q9Y2R2;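 active means activation at 2 µM above a set limit, the mean plus 5 SD, cut at about 37% in these data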
# PostGolgi yeast: growth inhibition of a yeast mutant, post-Golgi transport screen | post-Golgi transport phenotypic cell assay | inhibition, % at 10 µM | hit rate 0.9% among 98,000 | AID 739;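 further: yeast cells grown in 1536-well plates; yeast grown about 18 h at 30C before absorbance read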
# Numbers without * were called inactive; nt = no result given. Unless noted, no stated cut-off is given here; in the data, active means inhibition above about 30%; inactive means the rest.
# Screens in order: CYP2C9 activ	E coli WT exp	LYP inh 2	CYP2C9 inhib	DAT uptake mod	PostGolgi ctrl	Pyk2 oligo antag	PTPN22 act	PostGolgi yeast
O=c1cc(CSc2nnc(-c3cccnc3)n2-c2ccccc2F)nc2sccn12
    0.9	4	14	10	0.06	-2	0.63	-12	5
CCN(CC)S(=O)(=O)c1cccc(C(=O)OCC(=O)C23CC4CC(CC(C4)C2)C3)c1
    0.3	-2	10	74*	1.1	1	-0.37	-8	-4
COC(=O)CC(=O)Cc1nc(N)nc(Nc2ccc(C)c(C)c2)n1
    nt	-4	nt	nt	0.46	4	-0.15	nt	0
Cc1cc(C(=O)NCc2cc(C)n(C)n2)sc1-c1ccccc1
    0.9	7	-2	9	1.7	5	-0.85	-4	10
CCN(CC)C(=O)C1=C(C)NC(=O)NC1c1ccccc1F (centres undefined)
    1.1	-9	8	-7	-1	15	nt	-9	-3
Cc1c(-c2cccs2)[n+](=O)c2c(n1[O-])CCCC2
    nt	0	nt	nt	-0.85	2	-0.1	nt	2
CCOC(=O)C1CCCN(C(=O)c2ccccc2Oc2ccccc2)C1 (centres undefined)
    0	-1	-7	99*	1.3	6	0.85	6	-12
O=c1cc(N2CCN(c3ccccc3F)CC2)[nH]c(=O)n1-c1ccc(Br)cc1
    nt	-3	-5	nt	-0.0022	6	nt	4	-2
O=C(Nc1ccccc1)N1CCN(c2nc3ccccc3s2)CC1
    0.4	3	1	59*	0.052	-5	-0.06	-1	-11
CC(=O)NC1(c2ccccc2)CCN(c2nc(C)cc(C)n2)CC1
    0	1	nt	97*	-1.6	0	0.18	nt	-9
O=c1nc(NCc2ccco2)sc2ncccc12
    0.9	6	-6	7	-0.062	1	1.3	3	0
Cc1ccc(-c2nc(N/N=C/c3cccnc3)c3ccccc3n2)cc1
    0.2	-5	4	82*	1.3	3	-2.9	-5	-5
O=C(O)CC1Oc2ccc(Cl)cc2NC1=O (centres undefined)
    0.4	-1	nt	55*	0.12	-6	nt	nt	-5
CCOc1ccc(NCC(=O)Nc2ccc(C)cc2C)cc1
    0.9	-4	-8	8	1.2	6	-0.4	9	5
CC(O)CNc1nc2ccccc2n1CC(=O)NCCc1ccc(Cl)cc1 (centres undefined)
    0.6	1	3	36	-1.3	-9	0.46	-3	-7
O=C(CSCc1ccc(Br)cc1)Nc1ccc(S(=O)(=O)N2CCCCCC2)cc1
    0.4	-3	11	56*	0.6	7	-1.7	-9	-6
CC1C(=O)CCN(C(C)C)C1C (centres undefined)
    1.1	5	2	-6	-0.41	1	0.58	2	-6
Cc1ccc(C(=O)CC2(O)C(=O)N(CN3CCOCC3)c3ccccc32)cc1 (centres undefined)
    0.9	-4	6	8	-0.0011	-6	0.95	-2	-3
Cc1nc(C)c(C(=O)N(c2ccc(C)c(C)c2)C(C(=O)NCc2ccco2)c2ccccc2)s1 (centres undefined)
    0.5	-9	-3	47	0.35	-4	-1.5	7	-3
COc1cc(/C=N/NC(N)=O)ccc1OC(=O)c1ccc(C)cc1
    1	-6	0	-4	0.14	23	nt	5	-3

# In the list so far, 2 contain two or more sulfur atoms:
# Screens in order: CYP2C9 activ	E coli WT exp	LYP inh 2	CYP2C9 inhib	DAT uptake mod	PostGolgi ctrl	Pyk2 oligo antag	PTPN22 act	PostGolgi yeast
O=c1cc(CSc2nnc(-c3cccnc3)n2-c2ccccc2F)nc2sccn12
    0.9	4	14	10	0.06	-2	0.63	-12	5
O=C(CSCc1ccc(Br)cc1)Nc1ccc(S(=O)(=O)N2CCCCCC2)cc1
    0.4	-3	11	56*	0.6	7	-1.7	-9	-6

# (cont.)
# Screens in order: CYP2C9 activ	E coli WT exp	LYP inh 2	CYP2C9 inhib	DAT uptake mod	PostGolgi ctrl	Pyk2 oligo antag	PTPN22 act	PostGolgi yeast
CCOC(=O)/C(C#N)=C\C1=C(N2CCCC2)CC(C)(C)OC1
    nt	nt	-7	nt	-1.9	nt	-0.74	1	nt
O=C(CSc1nnnn1Cc1ccccc1)NCC(=O)c1ccccc1
    0.7	0	-2	32	0.27	28	0.2	5	3
Cc1cc(C(=O)OCC(=O)NC(C)C)c(C)o1
    1.1	-5	-6	-7	-0.61	-9	-0.23	5	-1
Cc1cc(C)c2oc(-c3ccc(Cl)c(NC(=O)c4ccc(C#N)cc4F)c3)nc2c1
    0.8	1	-3	21	nt	-4	1.6	2	-6
COc1ccc(N(CC(=O)N2CCc3ccccc3C2)S(C)(=O)=O)cc1OC
    1.1	-6	-11	-6	-1.4	15	-0.09	12	3
Cc1ccc(NC(=O)CSc2nnc(-c3cnccn3)n2Cc2ccco2)cc1
    0.5	-4	0	48	0.84	11	-0.81	0	-1
Cc1ccccc1OCCCN1C(=O)C(=O)c2cccc(C)c21
    0.9	4	3	10	nt	-3	nt	-5	-3
CCOC(=O)COc1ccc(C(=O)c2ccccc2)c(O)c1
    1	-1	4	-4	0.03	6	2	-5	0
CC(C)CCNC(=O)C12CN(Cc3ccccc3)CC1C(c1cccc([N+](=O)[O-])c1)=NO2 (centres undefined)
    0.6	-3	-2	44	0.46	6	nt	5	15
CCN(CC)c1ccc(NS(=O)(=O)c2ccc3c(c2)oc(=O)n3C)c(C)c1
    0.5	-2	-1	53*	-0.2	7	nt	-2	-9
COc1ccc(C2C(C(=O)c3sc(C)nc3C)=C(O)C(=O)N2CCCn2ccnc2)cc1OC (centres undefined)
    0.9	8	5	14	-0.11	-2	0.84	-1	-4
C=CCSC(=C(C#N)C#N)c1cc2c([nH]1)CCCC2
    0.4	14	-5	63*	-0.051	24	0.34	6	5
Clc1cccc(CNc2nnnn2-c2ccccc2)c1
    0.8	3	-3	23	0.17	13	-1.3	3	-6
COc1ccc(CCN2C(=O)CC(Nc3ccc(N4CCOCC4)cc3)C2=O)cc1OC (centres undefined)
    0.9	-9	5	14	0.018	9	0.22	-7	-6
CCC1=Nc2cc(C(=O)NCCCOC(C)C)ccc2Sc2ccccc21
    0.4	5	-9	60*	-7.2*	12	0.09	8	5
COc1cc(C)nc(OCCNC(=O)COc2ccc(Cl)cc2Cl)n1
    0.4	-5	3	63*	0.7	8	-0.2	-1	2
O=C(NCc1cccs1)Nc1cccs1
    0.9	17	-4	6	0.8	-9	-0.65	2	16
COc1cccc(C(=O)Cn2c(NCCO)nc3ccccc32)c1
    nt	nt	5	nt	1.5	nt	2.4	-2	nt
Cc1cc(-c2nnc3n2CCCCC3)c(C)n1-c1ccccc1
    0.5	4	-5	51*	-0.67	8	-0.02	4	3
COc1ccc(-c2nnnn2-c2ccccc2OC)cc1
    nt	nt	4	nt	0.13	nt	-0.94	-6	nt
c1ccc(Cn2nnnc2C(c2cccnc2)N2CCN(C3CCCCC3)CC2)cc1 (centres undefined)
    1.1	-1	10	-15	-0.64	-2	1	-6	-5
Cc1cccc(CCNS(=O)(=O)c2ccc(S(=O)(=O)NC3CCCC3)cc2)c1
    0.3	-10	-5	65*	-1.2	3	0.88	2	-1
C=CCSc1nnc(NC(=O)CSc2ccccn2)s1
    0.9	-11	-15	12	-0.38	8	nt	8	-1
CCn1c(Cc2ccccc2)nnc1SCC(=O)Nc1nc(C)c(C)s1
    1.1	-1	-1	-13	0.54	1	-0.3	0	2
CCOc1ccc(NC(=O)c2cccnc2C(=O)O)cc1
    1	-3	-4	3	-0.21	26	-0.43	1	7
CCCCCOC(=O)c1ccc(OC(=O)c2cncc(Br)c2)cc1
    0.7	-4	15	32	-0.18	6	-1.5	-13	-16
COc1ccccc1-c1cc(N)n[nH]1
    1	2	-7	-3	-0.37	6	-0.03	7	-9
Cc1csc2nc(CNC(=O)c3ccco3)cn12
    1.5	6	-3	-53	-0.63	-3	0.23	-1	-1
CNc1sc(C(=O)c2ccc(F)cc2)c(N)c1-c1nc2ccccc2s1
    1.1	-18	4	-6	0.73	22	-0.15	-3	-3
FC(F)(F)c1cccc(Cn2nnnc2-c2cccc(C(F)(F)F)c2)c1
    0.5	5	7	54*	-0.93	13	-1	-4	2
CCCc1ccc(-c2cc(N)n[nH]2)cc1
    1.2	21	12	-19	0.34	7	-0.72	-10	-2
CC(C)CCNC(=O)C1CC(c2cccc([N+](=O)[O-])c2)=NO1 (centres undefined)
    1.4	16	2	-43	-0.51	4	nt	2	1
O=C1C2C(c3ccccc3)C=CC(c3ccccc3)C2C(=O)N1c1ccncc1 (centres undefined)
    0.2	3	-3	82*	0.57	34*	-1.5	7	-5
COc1ccc(C2CC(=O)C=C(NCC3CCCO3)C2)cc1 (centres undefined)
    0.9	-8	-2	9	-1.2	24	-0.35	1	-3
O=C(NCc1ccco1)C(c1ccco1)N(Cc1cccs1)C(=O)Cn1nnc2ccccc21 (centres undefined)
    nt	nt	2	nt	1.1	nt	-3.8*	-1	nt
CCOc1ccc(NC(=O)N(C2CCCCC2)C(C)c2cccnc2)cc1 (centres undefined)
    0.6	2	-13	41	0.27	28	nt	10	63*
Cc1onc(-c2c(F)cccc2Cl)c1C(=O)N1CCc2ccccc2C1
    0.3	2	-23	68*	0.3	5	0.55	22	1
CCOc1ccc(-c2nnn(CC(=O)N3CCN(c4ccc(F)cc4)CC3)n2)cc1OCC
    1.1	-1	2	-6	0.051	-5	0.17	2	-5
CCN(CC)CC(C)OC(=O)c1cc(OC)c(OC)c(OC)c1 (centres undefined)
    1	-2	10	5	0.12	8	0.95	-9	-5
CCCC1(C)SC(NC(C)=O)=NN1C(C)=O (centres undefined)
    1.2	-3	14	-18	-0.64	-3	0.17	-10	-6
C=CCNc1nc(NCCN2CCOCC2)nc(N2CCOCC2)n1
    1.2	-3	-2	-16	-0.98	16	1.6	1	8
O=C(C1CN(S(=O)(=O)c2ccccc2)CCN1S(=O)(=O)c1ccccc1)N1CCCCCC1 (centres undefined)
    1.2	-3	4	-19	-0.34	20	0.49	-1	-2
COc1ccc(C(=O)NCC(=O)OCC(=O)NC(=O)NC2CCCCC2)cc1OC
    0.5	7	-6	46	0.44	24	0.47	5	6
Cc1ccc(Nc2nc(N)nc(CSc3nc4ccccc4s3)n2)cc1
    1.2	-1	1	-23	nt	51*	-2.9	3	2
O=C(Nc1ccc2c(c1)CCC2)c1cc2ccccc2o1
    1.3	-4	-14	-28	-0.051	3	-0.9	14	-1
CC(C)OC(=O)CC1=NC(=O)CS1
    1	1	nt	-4	-0.063	6	-0.66	nt	2
O=C(Nc1ccc(NC(=O)C2CC2)nc1)c1ccco1
    1	-3	2	-4	-0.29	-3	0.01	-4	-6
Cc1cc(Nc2ccc(F)cc2C)n2ncnc2n1
    1	6	nt	4	-0.29	6	nt	nt	-1
COc1cc(C2CC(=O)N3CN(c4ccccc4C)CSC3=C2C#N)cc(OC)c1OC (centres undefined)
    0.4	5	-6	64*	-0.22	2	nt	3	10
CNS(=O)(=O)c1cccc(C(=O)Nc2cccc(Cl)c2)c1
    0.4	13	4	62*	0.00072	0	0.22	-1	-1
COc1ccc(-c2nnc3n2N=C(c2cccc(Br)c2)CS3)cc1OC
    0.6	-7	nt	44	-0.55	8	nt	nt	0
CCCc1cc(C(N)=O)c(NC(=O)C2CCCO2)s1 (centres undefined)
    0.8	4	8	23	1.5	4	-1.4	-11	-5
CCCCCCOc1ccc(/C(N)=N/O)cc1
    0.7	21	4	30	2.1	24	-2.7	-2	-2
O=C(CS(=O)(=O)c1cn(Cc2cccc(F)c2)c2ccccc12)N1CCOCC1
    0.9	-3	3	13	0.25	3	0.55	-6	-11
Cc1cccc(-n2nnc(C(=O)Nc3ccc(F)cc3)c2N)c1
    2.7*	-6	0	-166	1.1	11	-0.6	-1	1
Cc1nc2nc(SCC(=O)N3CCOCC3)nn2c(C)c1Cc1ccccc1
    0.9	6	0	14	0.0079	15	0.25	-2	-1
COc1cnc(-c2ccccn2)nc1Oc1ccc(Cl)c2ccccc12
    1.1	-1	nt	-7	nt	63*	-1.4	nt	24
CCN1C(=O)c2ccccc2S(=O)c2ccc(C(=O)NCc3ccccn3)cc21 (centres undefined)
    0.9	1	nt	7	1.4	-2	nt	nt	3
